# Bioassay records as filed in PubChem.
# NLRP3 yeast inh = NALP3 inhibition in yeast; Yeast reconstituted NLRP3/ASC/caspase-1, beta-gal luminescence, 24 h; inhibition, % at 10 µM; 330,000 tested, 0.39% active; AID 2825;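 active = inhibition of 50% or more; inactive = inhibition below 50%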;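 note: plate controls were induced DMSO wells for no effect and uninduced yeast grown without galactose for full effect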
# MPTP block = blocks calcium-induced mitochondrial swelling; isolated mouse mitochondria, Ca2+ swelling absorbance, 30 min; inhibition, % at 10 µM; 360,000 tested, 1.4% active;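 active = inhibition of 50% or more, scaled per plate between neutral and stimulator controls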;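 note: 0% = DMSO wells given calcium and 100% = 1 mM EGTA wells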
# APJ antagonist = blocks the human apelin receptor APJ; P35414; CHO-K1 APJ beta-arrestin complementation, luminescence; inhibition, % at 20 µM; 330,000 tested, 0.32% active; AID 2521;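 active = inhibition above about 40% at 20 µM, limit read from the data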;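 note: cells challenged with 10 nM apelin-13 agonist together with compound; plate controls were apelin-13 plus DMSO wells for no effect and DMSO wells lacking apelin-13 for full effect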
# Target sequence (P35414 whole entry, looked up): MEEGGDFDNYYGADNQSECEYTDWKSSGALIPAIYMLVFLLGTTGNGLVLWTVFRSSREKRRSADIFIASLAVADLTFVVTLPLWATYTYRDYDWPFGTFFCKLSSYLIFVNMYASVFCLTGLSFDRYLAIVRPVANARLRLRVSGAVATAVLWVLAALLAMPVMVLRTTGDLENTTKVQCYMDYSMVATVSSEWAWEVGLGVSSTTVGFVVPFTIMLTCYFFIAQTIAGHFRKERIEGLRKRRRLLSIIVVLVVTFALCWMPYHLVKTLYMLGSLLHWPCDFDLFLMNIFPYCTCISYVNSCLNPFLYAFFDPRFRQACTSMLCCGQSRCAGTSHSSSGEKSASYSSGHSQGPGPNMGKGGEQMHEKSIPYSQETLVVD
# APJ agonist = activates the human apelin receptor APJ; CHO-K1 APJ PathHunter beta-arrestin, luminescence; 0% DMSO wells, 100% apelin; activation, % at 20 µM; 330,000 tested, 0.11% active;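 active = activation more than six SD over the plate average, tested at 20 µM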;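 note: 0% = DMSO alone and 100% = apelin-13 at 10 nM; some results filed as inactive read as strong as hits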
#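 system = engineered CHO-K1 APJ arrestin reporter cells | input = 1000 cells per well | timing = overnight seeding, 90 min compound at 25 °C, 1 h detection | measured by = enzyme-fragment complementation luminescence | read-out = beta-arrestin recruitment to APJ as agonist activity, luminescent signal | control set = negative DMSO alone, positive Apelin-13 at 10 nM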
# beta cell repl = MIN6 beta-cell proliferation induction; MIN6 cells proliferation, ATPlite luminescence, 48 h; cells starved in 0.2% serum; 100% = growth in 10% serum; 330,000 tested, 0.29% active; AID 2380; proliferation, % at 10 µM;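 active = compounds whose signal lies at least 3.5 SD above the mean of all wells on their plate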;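 note: 0% = DMSO-treated cells in low-serum medium and 100% = 10% serum control; some compounds called inactive have numbers as strong as hits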
# tim23-1 inh = inhibits growth of tim23-1 mutant yeast; S. cerevisiae tim23-1 growth, BacTiter-Glo luminescence, 24 h; inhibition, % at 20 µM; 330,000 tested, 1.3% active;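 active = growth inhibition of the mutant yeast at or above 50%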;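 note: temperature-sensitive mutant grown at 25 °C; plate controls were DMSO-treated mutant yeast for no effect and medium wells lacking yeast for full effect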
# TIM10 inh = inhibits growth of TIM10 yeast strain; S. cerevisiae TIM10 strain growth, BacTiter-Glo luminescence, 24 h; inhibition, % at 10 µM; 330,000 tested, 1.4% active; AID 463195;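 active = inhibition of 40% or more at the single tested concentration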;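 note: wild-type TIM10 isogenic control strain grown at permissive 25 °C; 0% = DMSO yeast wells and 100% = minimal medium wells without yeast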
# NR3A LBD binder = modulates the human NR3A ligand-binding domain | NR3A LBD differential scanning fluorimetry, Tm shift; 0% = protein alone, 100% = glycine-bound protein | Tm shift relative to glycine control, % at 25 µM | 340,000 tested, 2.5% active;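 active = melting temperature shift of at least 10% of the positive control shift, at one fixed dose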
# tim10-1 inh = inhibits growth of tim10-1 mutant yeast; S. cerevisiae tim10-1 ts strain growth, BacTiter-Glo, 24 h; inhibition, % at 20 µM; 330,000 tested, 2.2% active; AID 463190;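 active = inhibition of at least 40%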;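 note: mutant grown at 25 °C; 0% = DMSO wells with yeast and 100% = wells holding no yeast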
# An asterisk follows results filed as active; nt = not tested or not shown.
SMILES,NLRP3 yeast inh,MPTP block,APJ antagonist,APJ agonist,beta cell repl,tim23-1 inh,TIM10 inh,NR3A LBD binder,tim10-1 inh
CC(C)(C)OC(=O)[C@H](Cc1ccccc1)NC(=O)c1nc[nH]c1C(=O)N[C@@H](CCCCN)C(=O)OC(C)(C)C,21,18,12,-7,-3,21,5,-1,13
CCn1nc(CC(=O)Nc2nnc(CC(=O)N3CCOCC3)s2)c2ccccc2c1=O,16,2.4,19,-5,-2,15,-1,0,9
COc1cc(C(=O)N/C(=C\c2cn(C)c3ccccc23)C(=O)NCCCN2CCOCC2)cc(OC)c1OC,-1,-0.6,-15,-8,-3,5,10,-2,-5
O=C(c1cncc(Br)c1)N1CCc2ccccc2C1,11,-0.6,6,-1,0,16,-10,15*,-10
CCC(C)(C)NC(=O)C(c1ccc(C)o1)N(C(=O)c1csnn1)c1cccc(F)c1 (stereo unspecified),11,-3.0,15,-2,0,6,17,0,16
Cc1nc2c(sc3nc4c(cc32)COC(C)(C)C4)c(=O)o1,13,-0.8,6,-3,-3,-11,-16,-1,25
CCC1CCCCN1C(=O)CCc1nnc(Cc2c[nH]c3ccccc23)o1 (stereo unspecified),21,0.4,13,-1,-1,20,6,-4,23
CC(=O)Nc1ccc(NC(=O)C(C)OC(=O)COc2ccc(Nc3ccccc3)cc2)cc1 (stereo unspecified),16,0.6,-22,-1,-3,14,11,-6,8
COc1ccc(C(=O)OCC(=O)NC(=O)CCSc2ccccc2)cc1,3,0.4,-16,-2,-2,37,9,0,21
CCC(C)NC(=O)CN(c1cc(C)cc(C)c1)S(=O)(=O)c1c(C)[nH]c(=O)[nH]c1=O (stereo unspecified),2,3.4,0,-1,-1,12,-4,1,2
Cc1csc(SCC(=O)c2ccc(S(=O)(=O)N3CCOCC3)cc2)n1,19,0.1,8,1,-2,21,10,-3,27
Cc1ccc(C)c(N2CCN(C(=O)CC3Sc4ccccc4NC3=O)CC2)c1 (stereo unspecified),25,nt,12,-1,-4,26,7,-4,20
Cc1cc(C)c(NC(=O)CCCOC(=O)C2=COCCO2)c(C)c1,7,-6.8,8,-3,0,4,0,1,-10
C[C@H](CO)N1C[C@H](C)[C@@H](CN(C)CC2CCCCC2)Oc2c(NS(=O)(=O)c3cn(C)cn3)cccc2C1=O,14,0.0,1,0,-1,1,-1,-1,2
O=C(CCN1C(=O)C2C3C=CC(C4CC34)C2C1=O)Nc1ccc(Cl)cc1O (stereo unspecified),7,-2.0,-22,7,-1,0,0,0,8

# Profiles, quoted from the list. Order of values: NLRP3 yeast inh | MPTP block | APJ antagonist | APJ agonist | beta cell repl | tim23-1 inh | TIM10 inh | NR3A LBD binder | tim10-1 inh
# O=C(CCN1C(=O)C2C3C=CC(C4CC34)C2C1=O)Nc1ccc(Cl)cc1O (stereo unspecified) is entered as 7 | -2.0 | -22 | 7 | -1 | 0 | 0 | 0 | 8
# CCC(C)NC(=O)CN(c1cc(C)cc(C)c1)S(=O)(=O)c1c(C)[nH]c(=O)[nH]c1=O (stereo unspecified) is entered as 2 | 3.4 | 0 | -1 | -1 | 12 | -4 | 1 | 2
# Cc1csc(SCC(=O)c2ccc(S(=O)(=O)N3CCOCC3)cc2)n1 is entered as 19 | 0.1 | 8 | 1 | -2 | 21 | 10 | -3 | 27
# COc1cc(C(=O)N/C(=C\c2cn(C)c3ccccc23)C(=O)NCCCN2CCOCC2)cc(OC)c1OC is entered as -1 | -0.6 | -15 | -8 | -3 | 5 | 10 | -2 | -5
# CC(C)(C)OC(=O)[C@H](Cc1ccccc1)NC(=O)c1nc[nH]c1C(=O)N[C@@H](CCCCN)C(=O)OC(C)(C)C is entered as 21 | 18 | 12 | -7 | -3 | 21 | 5 | -1 | 13

# Continuation.
SMILES,NLRP3 yeast inh,MPTP block,APJ antagonist,APJ agonist,beta cell repl,tim23-1 inh,TIM10 inh,NR3A LBD binder,tim10-1 inh
CSc1ccc(/C=C/C(=O)OCC(=O)NC(C)C)cc1,-9,10,-19,-1,-4,28,16,2,19
O=S(=O)(c1cccc(F)c1)N1CCN(Cc2ccc3c(c2)OCO3)CC1,17,-0.1,-2,-2,-2,13,13,0,20
COc1ccc(NC(=O)C/C(C)=N/NC(=O)c2cnccn2)cc1Cl,6,-1.2,10,-4,-3,10,3,0,-3
CC(C)NCCOCCOc1ccc(Cl)cc1Br,29,-0.3,7,-2,-4,6,-1,-2,-18
CN(CC(=O)Nc1ccc(F)c(F)c1F)C(=O)c1n[nH]c(=O)c2ccccc12,4,-2.6,-1,1,-3,8,9,0,5
COc1ccc(S(=O)(=O)N2CCCCC2)cc1NC(=O)c1cccs1,2,-0.9,-14,-4,0,-6,1,1,-4
COc1cc(OC)c(C(=O)NCCCN2CCOCC2)cc1OC,-4,-0.4,24,-2,-1,-6,-8,1,6
O=C(NC(=S)NCc1cccnc1)c1ccc([N+](=O)[O-])cc1,23,-1.4,-17,-1,-1,10,6,0,11
O=C(Cn1nnc(-c2cccs2)n1)NNC(=O)c1ccccc1Cl,3,1.2,15,1,-1,12,17,-3,14
Cc1ccoc1C(=O)N1CCCC(CCC(=O)N2CCN(c3ccccn3)CC2)C1 (stereo unspecified),18,-0.2,11,-1,-2,18,5,-2,27
CCc1ccc(OCC(=O)NNC(=O)C2CCC2)cc1,23,2.5,-44,2,-5,-10,-6,0,-25
O=C(c1ccccc1CCc1ccccc1)N1CCOCC1,10,-1.7,6,-3,-4,10,17,0,13
CN1/C(=C\C(=O)COC(=O)C2COc3ccccc3O2)C(C)(C)c2ccccc21 (stereo unspecified),16,-0.3,-16,7,-1,10,-8,2,25
O=C(C[n+]1cccc2ccccc21)c1ccc(Cl)cc1,7,0.8,15,-5,-5,28,22,6,16
Cc1cccc(NC(=O)CCNS(=O)(=O)c2cccc3nsnc23)c1,11,0.8,-2,-3,-2,-6,-6,0,5
Cc1ccc(C(=O)CNc2ccc(Br)cc2)cc1,10,3.1,84*,-16,-2,-10,-12,1,-1
Cc1ccc(NC(=O)CSc2nc(-c3ccco3)nc3cc(=O)[nH]n23)c(Cl)c1,12,1.1,-3,0,-2,6,9,-2,7
N#C/C(=C\c1c(N2CCCCC2)nc2ccccn2c1=O)S(=O)(=O)c1ccccc1,24,6.9,16,-1,-2,40,0,0,39
COc1ccccc1NC(=O)Cc1nnc(SCC(=O)c2ccccc2)n1C,19,-1.6,12,0,-3,4,6,1,2
COc1ccc(/C=N/NC(=O)c2cc[n+]([O-])cc2)cc1,24,-0.1,-7,0,0,16,-3,-1,9
O=S(=O)(c1ccc(F)cc1)N1CCN(C(=S)NCc2ccco2)CC1,-12,-0.3,-7,-2,0,2,13,-1,17
CCOc1cccc(CN2CCCC(C(=O)Nc3ccc(-c4ccn[nH]4)cc3)C2)c1O (stereo unspecified),22,-0.6,1,-8,0,11,-1,-1,22
Cc1ccc(-c2nnn(CC(=O)N(Cc3cccs3)C(C(=O)NC(C)(C)C)c3ccco3)n2)o1 (stereo unspecified),-2,3.0,-4,-1,-3,8,7,1,16
COc1cc(CNCCc2ccc(F)cc2)ccc1OCc1ccc(Cl)nc1,31,4.5,14,-1,-4,0,15,2,16
CC/C(=N\Nc1ccc([N+](=O)[O-])cc1[N+](=O)[O-])c1ccc(O)cc1,34,1.4,-4,4,-3,18,20,18*,35
O=C(O)CSCC(=O)N1CCN(S(=O)(=O)c2ccccc2)CC1,18,-1.1,-12,-2,-1,-4,-10,-2,1
COCCn1c(C)cc(C(=O)COC(=O)c2cccnc2SC)c1C,15,-0.1,1,-3,-5,26,-3,0,12
CN(Cc1ccccc1)C(=O)c1ccccc1NC(=O)c1ccco1,20,-0.5,-12,0,3,7,-4,0,-6
CCOC(=O)/C(=C/Nc1ccc(F)cc1)[N+](=O)[O-],10,0.4,8,-3,-3,9,3,-1,-7
COc1ccccc1CCN1CCCC(CN(C)C(=O)c2ccoc2)C1 (stereo unspecified),26,-0.8,20,2,3,-9,-7,-1,-7
CC(C)(Oc1ccc(Cl)cc1)C(=O)OCC(=O)N1CCCC1,8,-0.6,3,-6,-5,-1,-5,-1,6
O=C(CSc1nc2ccccc2[nH]1)NCC1CCCO1 (stereo unspecified),13,0.4,-15,0,5,10,0,-2,15
O=C(O)C1c2ccccc2C(=O)N(Cc2ccc(F)cc2)C1c1ccncc1 (stereo unspecified),8,0.4,0,-4,-2,-10,-1,0,-4
CCOC(=O)c1sc(=S)n(CC)c1N,16,0.6,25,-5,0,7,2,-1,-11
O=C(CSc1ccc2ccccc2n1)Nc1nsc(-c2ccc(Cl)cc2)n1,5,0.0,2,1,0,-5,-1,0,8
N#Cc1cccnc1N1CCN(C(=O)c2cccc3c2C(=O)c2ccc(-c4ccc(Cl)c(C(F)(F)F)c4)cc2S3(=O)=O)CC1,7,0.9,-14,2,-4,0,5,-3,6
Cc1cccc(CSc2nc3c(c(=O)n2C)SCC3)c1,25,5.0,-14,0,-5,-12,-1,0,-10
NC(=O)c1cc(N)ccc1N1CCCCC1,18,-1.9,-15,-1,2,-2,-16,-2,-4
Cc1ccc(CN2CCS(=O)(=O)CC2)cc1,0,-4.6,6,1,-3,1,-7,-2,-6
CSc1ccc(CCNC(=O)C2CCCN(S(=O)(=O)N3CCOCC3)C2)cc1 (stereo unspecified),-4,-1.7,15,0,2,2,-2,1,8
Nc1nccnc1C(=O)N/N=C/c1ccco1,13,1.8,0,0,-5,16,15,0,11
COc1cc(/C=C(/C#N)c2nc3ccccc3c(=O)[nH]2)ccc1O,6,-1.8,19,1,-1,13,1,2,17
COc1ccc(NC(=O)c2cc(-c3ccccc3)on2)cc1,4,3.2,12,1,-2,2,-11,-3,-27
OC(COc1ccc2c(c1)OCO2)CN1CCc2ccccc2C1 (stereo unspecified),24,-0.6,1,-5,-3,-10,-2,3,-4
O=C(Nc1ccc(-c2ccc3nncn3n2)cc1)C1CCCCC1,14,-1.7,-7,-3,-1,22,21,-4,-3
O=S(=O)(NCCCc1ccccc1)c1ccc(Br)cc1,20,13,0,0,0,34,9,-5,-3
O=C(/C=C/c1ccccc1)NC1CCS(=O)(=O)C1 (stereo unspecified),10,-0.7,14,1,-1,13,-3,-1,9
COC(=O)N/N=C/c1c(C)cc(C)cc1C,-1,-0.4,-10,-3,-1,9,-6,1,-10
CCN(CC(=O)NCc1cccs1)C(=O)c1ccc(Cl)c(Cl)c1,4,-1.5,5,-1,-3,16,0,4,8
O=C(O)c1nnn(-c2ccc(F)cc2F)c1-c1ccccc1,11,0.6,-6,-1,1,8,9,0,-2
Cc1oc(CN2CCOCC2)cc1C(=O)O,10,1.6,4,-1,-4,3,1,-3,-8
O=c1[nH]cnc2c1cnn2Cc1ccccc1Cl,22,-0.3,-7,0,-2,3,-18,2,9
CC(=O)[C@@H]1[C@@H](C(=O)c2ccc(C)cc2)[C@]2(C(=O)Nc3ccccc32)[C@H]2C=Cc3cc(F)ccc3N12,16,2.7,0,5,-3,44,34,-7,19
O=C(O)C12CC3CC(C1)CC(n1cnc(Cl)n1)(C3)C2,14,0.8,-18,-2,-1,17,-9,1,17
COc1cccc(CN2CCN(C(=O)c3ccc(-c4ccccc4)cc3)CC2)c1,14,1.3,-7,-2,-3,15,14,0,38
COc1cc(CC(=O)OCC(=O)Nc2ccc(N(C)C)cc2)cc(OC)c1OC,-4,1.2,0,1,1,-5,-8,1,4
Cc1ccc(N2CCCC2=O)cc1S(=O)(=O)N1CCOCC1,19,0.8,11,2,2,-2,-11,-1,7
CC1(C)CC(N2CCN(c3ccccc3)CC2)=CC(=[N+]2CCCC2)C1,-10,2.3,5,-4,-5,-8,0,-2,-8
CS(=O)(=O)Cc1nc2ccccc2oc1=O,37,1.4,-6,0,-4,4,-45,-1,-15
O=C(Nc1ccccc1C(=O)OCC(=O)c1c[nH]c2ccccc12)c1ccco1,15,-18,-2,1,0,26,19,26*,28
